Sm TGR inh = S. mansoni TGR enzyme inhibition; AID 485364; purified TGR, DTNB reduction, TNB absorbance 405 nm; Q962Y6; hit rate 3% among 360,000; Potency, µM (series often up to 114 µM), for the others: at the highest dose activity change, negative = inhibition, most hits filed as inhibitors; note: potency is the fitted concentration of half-maximal effect; % is set by controls: 0 for no effect and ±100 for the full control effect; nearly all actives have a fitted effect of over 60% in size
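TGR 20 nM + NADPH 100 uM (dispensed conc.), cpd preinc 15 min RT; start with NADPH (500 uM addition) then DTNB (15 mM addition). Kinetic TNB absorbance, 405 nm filter. Four-parameter Hill fit across titration.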
Pf growth 48h = P. falciparum growth inhibition at 48 hours (one generation) | AID 504832 | P. falciparum luciferase growth in erythrocytes, 48 h | Potency, µM (titrated, usually from 28.7 µM), for inactives: at the highest dose activity change, negative = inhibition, actives largely listed as inhibitors | hit rate 5.9% among 310,000; note: potency is the fitted concentration of half-maximal effect; % is set by controls: 0 for no effect and ±100 for the full control effect
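Cell-based growth assay: transgenic P. falciparum expressing firefly luciferase, cultured in red cells within RPMI 1640 containing 0.5% w/v Albumax, 24 mM bicarbonate and gentamycin. A drop in luciferase activity indicates inhibition.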
Cycloheximide cs = affects cycloheximide protein synthesis inhibition readout, counter-screen | cell reporter, cycloheximide protein synthesis inhibition counterscreen | max response, % | hit rate 12% among 300,000 | AID 2314; in the data active = max response mostly above about 13%, no sharp cut-off; inactive = mostly below about 14%; note: read at 38.3 µM for the half of the compounds with a filed dose; 0% is about no effect
FBPA Giardia inh = Giardia lamblia aldolase inhibition | A8B2U2 | purified Giardia FBPA | Potency, µM (top dose mostly 59.6 µM), without a hit: at the top dose activity, negative = inhibition, hits mostly inhibitors | hit rate 0.71% among 290,000 | AID 2451; note: potency is the fitted concentration of half-maximal effect; % is set by controls: 0 for no effect and ±100 for the full control effect; nearly all actives have a fitted effect of over 55% in size
Target sequence (A8B2U2 whole entry, looked up): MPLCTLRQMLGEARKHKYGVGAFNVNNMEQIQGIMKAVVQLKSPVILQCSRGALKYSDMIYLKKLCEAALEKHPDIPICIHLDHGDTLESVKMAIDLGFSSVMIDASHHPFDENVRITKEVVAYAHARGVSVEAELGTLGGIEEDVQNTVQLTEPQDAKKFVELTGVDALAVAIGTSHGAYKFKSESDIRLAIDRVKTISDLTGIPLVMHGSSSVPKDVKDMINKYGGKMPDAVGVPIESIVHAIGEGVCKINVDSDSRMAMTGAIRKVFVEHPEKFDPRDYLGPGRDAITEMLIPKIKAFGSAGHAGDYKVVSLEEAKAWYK
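Giardia FBPA (40 nM reagent) was preincubated 10 min at RT with compound (up to 57.5 uM final), then substrate plus GAPDH/TPI/NAD/arsenate coupling system with diaphorase/resazurin was added; resorufin fluorescence (525/598 nm) was read after 20 min.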
Pf growth 96h = P. falciparum growth inhibition at 96 hour, primary screen for plastid delayed-death inhibitors; hit rate 6.9% among 320,000; P. falciparum luciferase reporter growth, 96 h; AID 504834; Potency, µM (series often up to 28.7 µM), without a hit: at the highest dose activity change, negative = inhibition, most hits filed as inhibitors; note: potency is the fitted concentration of half-maximal effect; % is set by controls: 0 for no effect and ±100 for the full control effect
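Compounds incubated with erythrocytes infected by luciferase-expressing P. falciparum (2% hematocrit, 0.05% parasitemia final) for 96 hours, 37 C in 5% CO2. Growth inhibition scored as decreased luciferase luminescence.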
Shiga inhibitor = blocks Shiga toxin action in Vero cells | Vero cells, Shiga toxin protein synthesis inhibition reporter | inhibition, % at 38.7 µM | hit rate 9.2% among 290,000; in the data active = inhibition mostly above about 28%, no sharp cut-off; inactive = mostly below about 43%; note: 0% is about no effect
Starred values were filed as active, the others as inactive; ? = inconclusive; / = not tested or not shown; & = joins results of further samples; [ ] = remark or other dose. Unless noted, calls come from the whole dose curve; as a rule, active = well fitted curve in the direction sought with a large enough effect; inconclusive = small, poorly fitted or top-dose-only effect, or another doubt; inactive = no such curve, though single readings can be large; an effect the other way counts as inactive or inconclusive.

Values in the order – Sm TGR inh	Pf growth 48h	Cycloheximide cs	FBPA Giardia inh	Pf growth 96h	Shiga inhibitor
> Nc1cc2sc(-c3ccc(C(=O)O)cc3)nc2cc1Cl
    -12%	132%[activator]	26*	-30%	20%	31*
> CN(CCN1CCOCC1)C(=O)CC1C(=O)NCCN1Cc1ccccc1C(F)(F)F (configuration not stated)
    ?	7%	-11	/	?	4
> Cc1ccc(OCCN2C(=O)OC(C)(C)C2(C)O)cc1 (configuration not stated)
    -20%	-30%	14	5%	?	-18
> CCOC(=O)c1c(NC(=O)Cc2ccccc2)sc2c1CC(C)(C)NC2(C)C
    1%	?	-2	7%	0.93µM*	15
> Cc1ccc(NC(=O)CSc2nc3c(c(=O)[nH]2)CCC3)cc1C
    5%	?	11	-12%	/	3
> OC(COc1ccc(CNCCc2ccc(C(F)(F)F)cc2)cc1)CN1CCCCC1 (configuration not stated)
    0%	2.1µM*	-3	2%	10%	-11
> COc1cccc(NC(=O)CN(C2=NC3CS(=O)(=O)CC3S2)c2cccc(C)c2)c1 (configuration not stated)
    -9%	?	-1	-20%	?	-4
> Cc1ccc(Cn2c(SCC(=O)N(C)C3CCS(=O)(=O)C3)nc3ccccc3c2=O)cc1 (configuration not stated)
    2%	?	/	/	?	/
> C/C(=N\Nc1cccc2ccccc12)c1c(O)n(Cc2ccccc2)c(=O)[nH]c1=O
    13µM*	15µM*	1	?	?	-4
> COc1cccc(Oc2ccc(N/C=C/C(=O)C(C)(C)C)cc2)c1
    2%	-9%	45*	-8%	-24%	28*
> COc1ccc(NC(=O)CS(=O)CC(=O)Nc2ccc(OC)c(OC)c2)cc1 (configuration not stated)
    -20%	/	1	-3%	10%	3
> N#CCCN(Cc1cccnc1)C(=S)NC1CC2C=CC1C2 (configuration not stated)
    0%	35%[activator]	0	8%	25%	-7
> CN(C)CCCNc1ncnc2scc(-c3ccccc3)c12
    15%	-14%	2	?	?	-5
> Cc1cccc(SCc2noc(C(=O)NC(C)C)c2C(=O)O)c1
    -1%	3%	-3	5%	148%[activator]	-7
> Clc1ccc(Cn2c(-c3cccnc3Cl)nc3ccccc32)c(Cl)c1
    4%	?	-4	-11%	?	29
> Cc1ccc(C(=O)N2CC(=O)NC(=O)C2)cc1
    -5%	6%	-1	-2%	0%	-7
> Cc1oc2c(c1C(=O)NCc1ccccc1)CCCC2
    ?	-16%	7	-4%	44%[activator]	-2
> COc1cc(/C=N/NC(=O)C2C3CCCCC32C)cc(Br)c1O (configuration not stated)
    -18%	?	0	-9%	?	3
> O=C(O)c1cccc(N(CCO)CCO)c1
    8%	6%	-2	3%	82%[activator]	-1
> COc1ccc(CNCC(O)(c2ccccc2)c2ccc(F)cc2)cc1 (configuration not stated)
    -9%	5.2µM*	6	2%	?	24
> O=S(=O)(c1ccccc1)N1N=C(c2cccs2)CC1c1cccc(O)c1 (configuration not stated)
    1%	-8%	-2	/	?	-8
> CC(C)Cn1c(N)c(C(=O)CSc2nccn2C)c(=O)n(C)c1=O
    -1%	-3%	/	/	2%	/
> Cc1cc(C(=O)CSc2nnc(N)s2)c(C)n1Cc1cccs1
    -21%	-35%	57*	-5%	-96%	83*
> CCc1cc2c(C)ccc(C)c2nc1SCC(=O)Nc1c[nH]c(=O)[nH]c1=O
    59%	10%	-3	4%	?	-8
> CCSc1nnc2c(n1)OC1(CCCC1)Nc1ccccc1-2
    -12%	/	14	-9%	?	3
> COc1ccccc1N1C(=O)CC(Sc2ccccc2N)C1=O (configuration not stated)
    6%	43%[activator]	11	0%	40%[activator]	21
> COc1ccc(OC)c(NC(=O)C(=O)N/N=C/c2ccccc2[N+](=O)[O-])c1
    2%	34%[activator]	-1	-2%	28%	-5
> CC(C)CCn1nnnc1C(c1ccccc1)N1CCC(C(N)=O)CC1 (configuration not stated)
    -5%	?	1	3%	32%[activator]	21
> Cc1oc(-c2cccc(Cl)c2)nc1CN1CCC(C(=O)NCc2cccnc2)CC1
    -3%	2.6µM*	2	13%	29%	22
> CCCNc1c(NS(=O)(=O)c2ccc(C)cc2C)c(=O)oc2ccccc12
    -2%	-1%	-6	/	2%	-12
> C/C(=N\Nc1nc(Cl)c(Cl)cc1Cl)c1ccc(S(=O)(=O)NCc2ccco2)cc1
    -11%	7%	69*	-19%	-26%	122*
> O=C(/C=C/c1ccc(Cl)cc1)NCc1ccncc1
    -3%	12%	5	0%	0%	4
> Cc1cc(C)n(-c2ccc(C(=O)Nc3ccc(S(=O)(=O)N(C)C)cc3)cc2)n1
    -4%	15µM*	-6	3%	?	-10
> COC(=O)COc1ccc(S(=O)(=O)N2CCN(c3ccccc3)CC2)cc1
    /	-17%	-4	5%	-7%	-9
> COc1ccc(C2=Nn3c(nnc3-c3ccccc3O)SC2)cc1
    /	/	39*	5%	/	43*
> COc1ccc(/C(C)=N/NC(=S)NCCc2ccccc2)c(O)c1
    -20%	0.41µM*	0	16%	?	-3
> CC(C)C(CCNC(=O)CC(Cc1ccccc1)c1ccco1)c1ccco1 (configuration not stated)
    ?	?	22*	0%	13µM*	-10
> Cc1ccc(CSC2=NCCN2C(=O)C(C)Oc2ccccc2)cc1 (configuration not stated)
    -3%	?	6	0%	?	-2
> O=C(NCC(c1ccco1)N1CCCCC1)c1cccc(NS(=O)(=O)c2ccc(Br)cc2)c1 (configuration not stated)
    -24%	-23%	/	/	?	/
> COC(=O)c1c(NC(=O)C2CCC2)sc(C(=O)N(C)C)c1C
    3%	12%	-1	0%	?	-7
> O=C(O)CSc1nc2ccccc2s1
    5%&17%	17%&14%	8&1	17%&9%	?	6&13
> O=C(C1CC1)N1CCN=C1SCc1cccc(C(F)(F)F)c1
    8%	2%	-2	0%	71%[activator]	19
> Cc1cc(-n2nc(C)cc2C)n2nc(C)c(-c3ccccc3)c2n1
    -3%	/	-1	0%	?	-5
> O=C(OC(C(=O)NC1CCCC1)c1ccc(F)cc1)c1ccno1 (configuration not stated)
    -21%	3%	-1	-4%	13%	-18
> CCN(CC)S(=O)(=O)c1ccc(Cl)c(C(=O)Nc2ccc(Cl)cc2[N+](=O)[O-])c1
    4%	-17%	-2	-2%	?	-11
> COc1ccc(C(CN(C)C)C2(O)CCCCC2)cc1 (configuration not stated)
    /	-7%	/	6%	20%	/
> O=C(NCCC(=O)N1CCN(c2ncccn2)CC1)c1ccccc1
    1%	24%	8	7%	0%	-9
> O=C(Nc1ccc(-n2cnnn2)cc1)c1cc(S(=O)(=O)N2CCCC2)ccc1Cl
    -9%	?	/	/	1%	/
> COc1ccc(CC(=O)NC(C)c2nnc(SCC(=O)Nc3cc(C)ccc3OC)n2C)cc1 (configuration not stated)
    /	-10%	-3	5%	19%	-23
> COn1c(-c2ccccc2)nc2c1CCc1c-2no[n+]1[O-]
    5%	/	-7	4%	-7%	-17

Continuation:
Values in the order – Sm TGR inh	Pf growth 48h	Cycloheximide cs	FBPA Giardia inh	Pf growth 96h	Shiga inhibitor
> O=C(Nc1ccc2c(c1)Cc1ccccc1-2)c1ccco1
    2%	13%	45*	2%	/	142*
> CCOC(=O)C1=C(N)OC2=C(C(=O)CC(C)(C)C2)C1c1cccs1 (configuration not stated)
    -1%	2%	-1	-5%	0%	9
> CCOc1ccccc1NC(=O)C1CC2CCCC(C1)C2=O (configuration not stated)
    9%	-11%	-3	2%	?	1
> COc1ccc2nc(SCC(=O)Nc3ccc4c(c3)CCC4)[nH]c2c1
    -1%	13%	5	-2%	22%	42*
> CCOc1ccc(Nc2nc(CC(=O)OC)cc(=O)[nH]2)cc1
    5%	17%	5	0%	?	-4
> CC(=O)Nc1ccc(S(=O)(=O)NCC(=O)OCC(=O)c2cc(C)n(-c3ccc4c(c3)OCO4)c2C)cc1
    -3%	-23%	-2	-2%	?	19
> c1ccc(-c2ccc(OCCOCCn3cncn3)cc2)cc1
    -3%	80%[activator]	35*	0%	13%	57*
> C=CCNc1nc2c3ccccc3n(C(C)=O)c2s1
    -13%	?	24	?	?	129*
> CN(Cc1ccccc1)C(=O)c1nc[nH]c1C(=O)N1CCN(c2ccccc2)CC1
    -1%	39%[activator]	/	/	33%[activator]	/
> CCC(C)NC(C(=O)Nc1ccc(Cl)c([N+](=O)[O-])c1)c1ccccc1 (configuration not stated)
    -1%	-29%	-1	-15%	?	-8
> O=C(CN(Cc1ccco1)S(=O)(=O)c1cccs1)Nc1ccccc1C(F)(F)F
    20µM*	-6%	24*	-2%	?	42*
> COc1ccc(-n2c(SC3CCOC3=O)nc3ccccc3c2=O)cc1Cl (configuration not stated)
    5%	-4%	-2	0%	-4%	-10
> CC(OC(=O)COc1ccccc1)C(=O)NC1CCCC1 (configuration not stated)
    22µM*	1%	/	/	19%	/
> CN1C=CC=C/C1=C1\SC(=S)N(N)C1=O
    -1%	5%	-4	?	19%	8
> Cc1ccc(S(=O)(=O)N2[C@@H](c3ccc(Cl)cc3)C(C(=O)O)=CC[C@H]2c2cccs2)cc1
    -16%	?	/	/	38%[activator]	/
> O=C(O)CCCN1C(=O)c2cccc3cccc(c23)C1=O
    4%	66%[activator]	-2	5%	?	9
> CC(NC(=O)c1ccccc1Br)c1nnc(SCc2ccc([N+](=O)[O-])cc2)n1C (configuration not stated)
    -26%	-6%	-1	9%	0%	-6
> CSc1ccc(S(=O)(=O)N2CCC(C(=O)NCCCn3ccnc3)CC2)cc1
    -30%	-3%	-2	/	?	1

Entries from the list above with two or more sulfur atoms:
Values in the order – Sm TGR inh	Pf growth 48h	Cycloheximide cs	FBPA Giardia inh	Pf growth 96h	Shiga inhibitor
> COc1cccc(NC(=O)CN(C2=NC3CS(=O)(=O)CC3S2)c2cccc(C)c2)c1 (configuration not stated)
    -9%	?	-1	-20%	?	-4
> Cc1ccc(Cn2c(SCC(=O)N(C)C3CCS(=O)(=O)C3)nc3ccccc3c2=O)cc1 (configuration not stated)
    2%	?	/	/	?	/
> O=S(=O)(c1ccccc1)N1N=C(c2cccs2)CC1c1cccc(O)c1 (configuration not stated)
    1%	-8%	-2	/	?	-8
> Cc1cc(C(=O)CSc2nnc(N)s2)c(C)n1Cc1cccs1
    -21%	-35%	57*	-5%	-96%	83*
> O=C(O)CSc1nc2ccccc2s1
    5%&17%	17%&14%	8&1	17%&9%	?	6&13
> O=C(CN(Cc1ccco1)S(=O)(=O)c1cccs1)Nc1ccccc1C(F)(F)F
    20µM*	-6%	24*	-2%	?	42*
> CN1C=CC=C/C1=C1\SC(=S)N(N)C1=O
    -1%	5%	-4	?	19%	8
> Cc1ccc(S(=O)(=O)N2[C@@H](c3ccc(Cl)cc3)C(C(=O)O)=CC[C@H]2c2cccs2)cc1
    -16%	?	/	/	38%[activator]	/
> CSc1ccc(S(=O)(=O)N2CCC(C(=O)NCCCn3ccnc3)CC2)cc1
    -30%	-3%	-2	/	?	1
